Source: PubChem (National Center for Advancing Translational Sciences (NCATS))
HP1b binding inh – blocks HP1-beta chromodomain binding to methylated histone tails; P83916; AlphaScreen HP1-beta / biotin-H3K9me3 peptide binding; Potency, µM (series often up to 114 µM), for the others: at the top dose activity change, negative = inhibition, hits mostly inhibitors; 390,000 compounds, 0.56% hits; note: potency is the fitted concentration of half-maximal effect; nearly all actives have a fitted effect of over 70% in size; inactives centre near 23
Target sequence (P83916 whole entry, looked up): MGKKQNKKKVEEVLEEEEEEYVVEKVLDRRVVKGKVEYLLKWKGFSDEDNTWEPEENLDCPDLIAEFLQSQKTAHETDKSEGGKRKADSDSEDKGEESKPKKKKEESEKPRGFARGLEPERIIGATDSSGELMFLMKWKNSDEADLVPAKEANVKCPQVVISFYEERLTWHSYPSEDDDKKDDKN
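HP1-beta protein (50 nM final) preincubated 30 min at room temperature with biotinylated H3(1-18)K9me3 peptide (50 nM) in PBS pH 7.4, 0.01% Tween-20, then compound added for 30 min. AlphaScreen streptavidin donor/nickel chelate acceptor beads (10 ug/mL final), 30 min dark, luminescence read.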
BAZ2B inh – BAZ2B (human) inhibition; Q9UIF8; AlphaScreen BAZ2B-H3K14Ac peptide displacement; Potency, µM (titrated, usually from 114 µM), without a hit: at the top dose activity change, negative = inhibition, usual class: inhibitors; 360,000 compounds, 4.4% hits; note: potency is the fitted concentration of half-maximal effect; % is set by controls: 0 for no effect and ±100 for the full control effect; nearly all actives have a fitted effect of over 60% in size
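AlphaScreen displacement of biotin-H3(5-23)K14Ac peptide (50 nM final) from BAZ2B (50 nM final) in PBS pH 7.4, 0.01% Tween-20; complex preformed 30 min RT, then compounds (top 110 uM) 30 min RT, beads 20 min dark.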
PI4K2A block – inhibitors of human PI4K2A. activity change, negative = inhibition, % at 76.9 µM. 420,000 compounds, 0.13% hits. purified PI4K2A, ADP-Glo luminescence, 1 h; active compounds read low. AID 1346378. Q9BTU6; in the data active = activity change below about -50%; inconclusive = mostly about -30% to -49%;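 note: -100% = wells without enzyme as full effect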
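Compounds are screened against recombinant PI4K2A using PI as substrate and ATP, the latter dispensed at 300 microM. Reactions run one hour at ambient temperature before ADP-Glo detection; full inhibition defined by wells lacking enzyme.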
Pin1 inh – inhibitors of human Pin1; Q13526; 390,000 compounds, 0.009% hits; Pin1 FP peptide displacement, HiFluor488, 10 min; Potency, µM (titrated, usually from 115 µM), for inactives: at the highest dose activity, negative = inhibition, usual class: inhibitors; active = well fitted inhibition curve with a large enough effect in the polarisation, with a control signal flat, not every such curve was filed as active; inconclusive = small, poorly fitted or top-dose-only effect, or effect the other way, or a change in a side signal; inactive = no such curve, though single readings can be large or run the other way; the % refers to the polarisation; note: potency is the fitted concentration of half-maximal effect; % is set by controls: 0 for no effect and ±100 for the full control effect
Target sequence (Q13526 whole entry, looked up): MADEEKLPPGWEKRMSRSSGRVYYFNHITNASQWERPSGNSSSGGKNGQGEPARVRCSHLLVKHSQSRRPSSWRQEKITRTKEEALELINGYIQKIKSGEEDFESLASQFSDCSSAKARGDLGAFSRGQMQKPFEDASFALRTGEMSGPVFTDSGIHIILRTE
G9a block – G9a (human) methyltransferase inhibition; Q96KQ7; G9a H3K9 monomethylation, AlphaScreen, 2 h; Potency, µM (highest dose often 102 µM), without a hit: top-dose activity, negative = inhibition, most hits filed as inhibitors; 350,000 compounds, 8.8% hits; note: potency is the fitted concentration of half-maximal effect; % is set by controls: 0 for no effect and ±100 for the full control effect; nearly all actives have a fitted effect of over 75% in size
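Readings reflect AlphaScreen signal from monomethyl-H3K9 antibody detection. HMT at 20 nM; substrate b-H3K9 500 nM; cofactor SAM 20 uM; 2 h RT reaction; compounds tested as titrations in qHTS with 15 min preincubation.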
GLS inhibitor – inhibitors of human glutaminase (GLS). GLS enzymatic activity, qHTS titration. AID 624170. 410,000 compounds, 0.21% hits. O94925. Potency, µM (doses to about 45.5 µM), inactives show top-dose activity change, negative = inhibition, most hits filed as inhibitors; note: potency is the fitted concentration of half-maximal effect; % is set by controls: 0 for no effect and ±100 for the full control effect
Target sequence (O94925 whole entry, looked up): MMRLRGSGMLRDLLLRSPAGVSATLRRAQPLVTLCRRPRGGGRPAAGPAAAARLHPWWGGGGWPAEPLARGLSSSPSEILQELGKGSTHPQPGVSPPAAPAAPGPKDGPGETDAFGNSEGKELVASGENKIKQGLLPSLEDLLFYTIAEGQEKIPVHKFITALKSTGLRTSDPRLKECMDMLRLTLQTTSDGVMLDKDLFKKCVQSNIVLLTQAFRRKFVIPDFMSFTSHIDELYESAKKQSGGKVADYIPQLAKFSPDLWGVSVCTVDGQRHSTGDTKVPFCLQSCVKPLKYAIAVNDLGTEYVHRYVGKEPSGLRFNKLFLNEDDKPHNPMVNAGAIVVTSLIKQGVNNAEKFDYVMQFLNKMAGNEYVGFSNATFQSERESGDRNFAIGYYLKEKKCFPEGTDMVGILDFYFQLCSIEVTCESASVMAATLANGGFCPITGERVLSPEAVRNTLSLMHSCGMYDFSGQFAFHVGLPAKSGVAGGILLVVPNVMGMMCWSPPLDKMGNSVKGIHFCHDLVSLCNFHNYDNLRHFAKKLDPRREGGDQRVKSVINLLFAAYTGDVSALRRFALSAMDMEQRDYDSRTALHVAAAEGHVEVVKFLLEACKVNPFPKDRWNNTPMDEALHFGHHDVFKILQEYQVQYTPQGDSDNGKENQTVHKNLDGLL
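Human kidney-isoform GLS in 45 mM KH2PO4 pH 8.2, 0.02% Tween-20, with compound, started with 1mM L-Glutamine (added stock). Glutamate oxidase/HRP/Amplex red coupled fluorescence read at start and after 30 min at RT.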
PGK inhibitor – inhibitors of T. brucei phosphoglycerate kinase; P07378; PGK/GAPDH coupled, Kinase-Glo luminescence, 60 min; Potency, µM (series often up to 57.5 µM), without a hit: top-dose activity change, negative = inhibition, actives largely listed as inhibitors; 380,000 compounds, 0.043% hits; AID 602233; note: potency is the fitted concentration of half-maximal effect; % is set by controls: 0 for no effect and ±100 for the full control effect; nearly all actives have a fitted effect of over 60% in size
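Luminescent ATP detection (Kinase-Glo Plus) follows a 60-minute room-temperature incubation, with wells lacking PGK as controls. Buffer: 100 mM TEA (pH 7.6), 5 mM MgCl2, 0.01% Tween-20. Coupling enzyme GAPDH (100 nM final) supplies unstable 1,3-BPG in-well.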
Pol eta inh – inhibitors of human DNA polymerase eta | Q9Y253 | recombinant Pol eta, fluorescent DNA replication assay | Potency, µM (doses to about 114 µM), for the others: top-dose activity change, negative = inhibition, usual class: inhibitors | 390,000 compounds, 1.2% hits | AID 588591; note: potency is the fitted concentration of half-maximal effect; % is set by controls: 0 for no effect and ±100 for the full control effect
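Pol eta at 10 nM preincubated with compounds 15 min at room temperature; reaction started with fluorescent substrate (50 nM final) and read kinetically at 0 and 10 min.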
JMJD2A Tudor inh – blocks the human JMJD2A Tudor domain; Potency, µM (series often up to 114 µM), without a hit: top-dose activity change, negative = inhibition, hits mostly inhibitors; 390,000 compounds, 4.4% hits; AlphaScreen JMJD2A-Tudor / H3K4me3 peptide binding; O75164; AID 504339; note: potency is the fitted concentration of half-maximal effect; % is set by controls: 0 for no effect and ±100 for the full control effect; nearly all actives have a fitted effect of over 50% in size
Numbers without * were called inactive; i = inactive; ? = inconclusive; · = no result given; & = joins results of further samples; [ ] = dose if it differs, or a comment. Unless noted, calls come from the whole dose curve; as a rule, active = well fitted curve in the direction sought with a large enough effect; inconclusive = small, poorly fitted or top-dose-only effect, or another doubt; inactive = no such curve, though single readings can be large; an effect the other way counts as inactive or inconclusive. An excerpt; the hit share may differ from the screen's.

SMILES | HP1b binding inh | BAZ2B inh | PI4K2A block | Pin1 inh | G9a block | GLS inhibitor | PGK inhibitor | Pol eta inh | JMJD2A Tudor inh
Cc1cccc(NC(=O)NCC2CC2)c1 | 40%[activator] | -2% | 0 | -2% | 2% | -12% | -3% | -18% | -4%
COc1cc(C)c(Cl)cc1S(=O)(=O)n1cnc2ccccc21 | 15% | 5% | 7 | ? | 14%[12.7 µM] | 3% | -3% | -12% | -6%
O=C(CSc1nnc(NC(=O)c2ccco2)s1)Nc1ccc2c(c1)OCCO2 | 33% | -10% | -3 | 13% | -30% | 8% | -4% | -2% | -10%
Cc1ccc(C)c(S(=O)(=O)N2CCCC2CNC(=O)C(=O)NCc2ccccn2)c1 (stereo not drawn) | 17% | 21% | 0 | -1% | -5% | 1% | 4% | 1% | -13%
Cc1cc(N)n(-c2ccc(Cl)cc2)n1 | 22% | -21% | 2 | -1% | -38% | 2% | i | -18% | -11%
Cc1ccccc1N(C(=O)CNC(=O)c1cccs1)C(C(=O)NC1CCCC1)c1ccncc1 (stereo not drawn) | 6% | 10% | 2 | 8% | 24% | 5% | i | -16% | -2%
CC(=C/C(=O)O)/C=C/c1cccs1 | 30% | 0% | -10 | -8% | -3% | -8% | -7% | -14% | -5%
CCOC(=O)c1cnc(SCC(=O)N2CCC(C(N)=O)CC2)nc1N | 49%[activator] | -28% | -8 | 1% | 50µM* | 1% | -1% | -8% | 3%
Cc1cccc(OCC(=O)NCC(C)(C)N2CCOCC2)c1 | 54%[activator] | 8% | -1 | -1% | 5%[59 µM] | -1% | i | -14% | -17%
CC(=O)OCc1c(C(F)(F)F)nn(C)c1Sc1ccccc1 | 107%[activator] | 51%[activator] | 2 | -7% | 125%[activator] | 2% | 3% | -10% | 36%
CN(CC(=O)OCC(=O)Nc1ccccc1)S(=O)(=O)c1ccc(Cl)cc1 | 55%[activator] | 7% | 3 | -2% | -3% | -1% | 2% | -11% | -16%
Cc1ccc2c(=O)c(C(=O)c3ccccc3)cn(CC(=O)Nc3ccccc3)c2n1 | 10% | 3% | 0 | ? | 0%[59 µM] | 12% | 6% | 2% | -7%
O=C(CSc1nnc(CNC(=O)c2cccc(C(F)(F)F)c2)o1)NC1CCCCC1 | 7% | -8% | 4 | -2% | -26% | 7% | -3% | -4% | -15%
Cc1occc1C(=O)Nc1sccc1C(N)=O | 31% | ? | 35 | 8% | · | 14% | 0% | ? | -32%
N#CC(c1ccc(N)cc1)C(CC(=O)c1ccccc1)c1ccccc1 (stereo not drawn) | · | · | 7 | · | · | -3% | -9% | -16% | ·
Cc1c(C)c(C)c(S(=O)(=O)N2CCC3(CC2)OCCO3)c(C)c1C | 12% | -2% | 1 | 1% | -10% | 7% | -6% | -9% | -4%
Cc1nn(Cc2ccccc2)c(C)c1C(=O)NCC(c1cccs1)N1CCOCC1 (stereo not drawn) | 7% | 2% | 2 | -2% | 9%[12.7 µM] | 4% | -3% | -15% | -14%
COc1ccc(Cl)cc1NC(=O)Cn1nnc(C(=O)NCc2ccc3c(c2)OCO3)c1N | 17%&24% | -37% | 7&3 | 10%&2% | -1% | -18%&2% | 1% | -2%&-5% | -26%&-14%
CC(=O)c1cccc(S(=O)(=O)NCC(C)(C)N2CCOCC2)c1 | 34%[activator] | 4% | -2 | 0% | ? | -3% | 3% | -7% | -6%
O=C(Cc1ccccc1)NCCc1ccc(Cl)cc1Cl | 43%[activator] | 2% | 4 | 1% | 11%[59 µM] | -3% | 8% | -6% | 13%
COc1cccc(NC(=O)N(C)C[C@H]2Oc3cc(C#Cc4ccncc4)ccc3S(=O)(=O)N([C@H](C)CO)C[C@H]2C)c1 | · | · | 0 | · | · | 2% | -3% | -13% | ·
Cc1cc(CNC(=O)c2cc(COc3ccc(F)c(F)c3)on2)nn1C | 27% | 0% | -2 | -1% | 105%[activator] | 3% | -8% | -1% | -1%
Cc1ccc(CN2CCc3nc(N4CCN(c5ccccc5F)CC4)ncc3C2)s1 | 14% | -28% | 0 | 0% | -5%[59 µM] | -1% | 3% | -8% | -19%
CCC1Oc2ccccc2N(CC(=O)NCc2ccccc2)C1=O (stereo not drawn) | 38% | 2% | -2 | -3% | -4%[59 µM] | 1% | i | -5% | 0%
N#Cc1cccc(NC(=O)COC(=O)c2ccccc2Sc2ccccc2C#N)c1 | 41%[activator] | 2% | -4 | 23% | ? | 0% | i | -14% | -4%
O=C(CN(C(=O)CCC(=O)Nc1nccs1)c1ccc(F)cc1)NCCc1ccccc1 | 17% | 6% | -1 | 0% | 4% | 10% | 5% | -7% | -1%
COc1ccc(CCNC(=O)CCn2c(=O)c3ccccc3n(CC(=O)Nc3cc(Cl)ccc3C)c2=O)cc1OC | 32% | 3% | -2 | -3% | 6%[59 µM] | -6% | -2% | -12% | -2%
CCOC(=O)c1cc2c(=O)n3ccccc3nc2n(Cc2ccco2)c1=NC(=O)c1cccc(OC)c1 | 13% | -15% | -5 | ? | -24% | 3% | i | -3% | -7%
O=C(Cn1c(=O)n(CC2CCCO2)c(=O)c2ccccc21)c1ccccc1 (stereo not drawn) | 30% | -2% | 4 | -9% | 12%[12.7 µM] | -3% | i | -21% | -3%
CNC(=O)CSc1nnc(-c2ccco2)n1-c1cccc(OC)c1 | 20% | -9% | 6 | -10% | · | 0% | -1% | -3% | -5%
CN(C)S(=O)(=O)c1cccc(NC(=O)CCCSc2ccccc2)c1 | 32% | 1% | 5 | 1% | -5% | 4% | 6% | -15% | 3%
COc1ccc(NC(=O)C2CCCN2S(=O)(=O)c2cccc3cccnc23)c(OC)c1 (stereo not drawn) | 18% | -4% | 3 | 4% | ? | -5% | 1% | -2% | -19%
COc1ccc(Cl)cc1N1CC(C(=O)Nc2nccs2)CC1=O (stereo not drawn) | 28% | -8% | -8 | 0% | -4%[59 µM] | 14% | i | 9% | -13%
Cc1cc(C)c2c(CN3CCN(Cc4ccc5c(c4)OCO5)CC3)cc(=O)oc2c1 | 8% | 8% | -3 | -3% | 1%[59 µM] | -8% | -7% | -21% | -32%
CN(Cc1cccs1)C(=O)CCc1c[nH]c2ccccc12 | 14% | -32% | -2 | -2% | -24% | 25% | -7% | 1% | -29%
CCCCN(C(=O)CSc1nncn1-c1ccccc1OC)c1c(N)n(Cc2ccccc2)c(=O)[nH]c1=O | 24% | -3% | -5 | 1% | 56µM* | 5% | 2% | -18% | -21%
CC(C)Sc1sc(C(=O)O)c(-c2ccc(Cl)cc2)c1C#N | 21% | 7% | 4 | 2% | -1% | 1% | -13% | -13% | 1%
COc1ccc(CCNC(=O)c2ccc3c(c2)CCN3S(=O)(=O)c2ccccc2)cc1 | 44%[activator] | 1% | 1 | 14% | -2%[59 µM] | 11% | -3% | -20% | 1%
CCOC(=O)c1cccnc1SCC(=O)NC(C)CC (stereo not drawn) | 21% | 1% | 2 | 4% | 21%[59 µM] | 10% | i | -6% | -15%
COc1ccccc1C(=O)NCCC(=O)N(C)CC(=O)Nc1c(Cl)cccc1Cl | 20% | -1% | -1 | 0% | 14%[59 µM] | 5% | -4% | 1% | -22%

Arranged by number of heavy atoms (lowest first): part of the list above
SMILES | HP1b binding inh | BAZ2B inh | PI4K2A block | Pin1 inh | G9a block | GLS inhibitor | PGK inhibitor | Pol eta inh | JMJD2A Tudor inh
CCOC(=O)c1cccnc1SCC(=O)NC(C)CC (stereo not drawn) | 21% | 1% | 2 | 4% | 21%[59 µM] | 10% | i | -6% | -15%
CN(Cc1cccs1)C(=O)CCc1c[nH]c2ccccc12 | 14% | -32% | -2 | -2% | -24% | 25% | -7% | 1% | -29%
Cc1ccc(CN2CCc3nc(N4CCN(c5ccccc5F)CC4)ncc3C2)s1 | 14% | -28% | 0 | 0% | -5%[59 µM] | -1% | 3% | -8% | -19%

(next part)
SMILES | HP1b binding inh | BAZ2B inh | PI4K2A block | Pin1 inh | G9a block | GLS inhibitor | PGK inhibitor | Pol eta inh | JMJD2A Tudor inh
CC1(C)CC(=O)C=C(NNC(=O)c2ccc(N)cc2)C1 | 29% | 0% | -3 | -1% | 5%[59 µM] | 12% | 3% | -14% | 6%
CCC(=O)NCCSc1c[nH]c2ccccc12 | 21% | -4% | -5 | 1% | ? | 7% | -2% | 1% | -13%
COC(=O)c1c(C)[nH]c(C(=O)C(C)OC(=O)c2ccco2)c1C (stereo not drawn) | 48%[activator] | 6% | 4 | 5% | 12%[12.7 µM] | -8% | -5% | -21% | -1%
CCOc1ccc(/C=N/NC(=O)c2ccncc2)cc1OC | · | · | -2 | · | · | 15% | -5% | 0% | ·
CC(=O)N1C(C)(C)CC(=NOC(=O)c2ccc(C)cc2)CC1(C)C | 34% | -12% | 1 | 2% | 38% | 11% | -3% | -16% | 1%
Cn1c(=O)c(=O)n(C)c2cc(S(=O)(=O)Nc3ccc4c(c3)OCCO4)ccc21 | 23% | 9% | 5 | -5% | 2%[59 µM] | 14% | -6% | -5% | -23%
O=C(COC(=O)CCSc1ccccc1)NCc1ccc(F)cc1 | 51%[activator] | -2% | 2 | 8% | -3% | 12% | -2% | -14% | 13%
Cc1ccc(NC(=O)C2CCCN(S(=O)(=O)c3cccc4nsnc34)C2)cc1C (stereo not drawn) | 30% | · | 2 | ? | 3%[59 µM] | -3% | -10% | -19% | -8%
CC(C)(C)[C@@H]1CCC(=O)N(CC[C@H](N=[N+]=[N-])c2ccccc2)CC1 | 51%[activator] | 37%[activator] | 0 | 4% | · | 0% | 10% | -23% | 1%
CC#CCN1C(=O)N[C@@H](c2ccccc2)C(C(=O)OC)=C1C | 13% | · | 1 | -2% | · | 1% | -5% | -15% | ?
CCc1ccccc1Nc1cc(C(=O)NCCc2ccccc2)c2ccccc2n1 | 73%[activator] | · | 2 | 7% | 31%[59 µM] | -1% | -1% | -16% | 0%
